Bioassay records as filed in PubChem BioAssay.
p-CIP stab down: compounds decreasing mouse p/CIP protein stability; Q05BA5; F442A p/CIP-EGFP cells, EGFP fluorescence, 16 h; decrease of EGFP signal, % at 10 µM; hit rate 0.01% among 290,000;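 active means EGFP signal decrease of at least 30% at 10 µM or well 3 SD below plate mean, unless failing retest; inactive means the rest, including hits failing retest or dose response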; further: some compounds called inactive have numbers as strong as hits; many of its hits are not listed in these tables
Target sequence (Q05BA5 1-1403): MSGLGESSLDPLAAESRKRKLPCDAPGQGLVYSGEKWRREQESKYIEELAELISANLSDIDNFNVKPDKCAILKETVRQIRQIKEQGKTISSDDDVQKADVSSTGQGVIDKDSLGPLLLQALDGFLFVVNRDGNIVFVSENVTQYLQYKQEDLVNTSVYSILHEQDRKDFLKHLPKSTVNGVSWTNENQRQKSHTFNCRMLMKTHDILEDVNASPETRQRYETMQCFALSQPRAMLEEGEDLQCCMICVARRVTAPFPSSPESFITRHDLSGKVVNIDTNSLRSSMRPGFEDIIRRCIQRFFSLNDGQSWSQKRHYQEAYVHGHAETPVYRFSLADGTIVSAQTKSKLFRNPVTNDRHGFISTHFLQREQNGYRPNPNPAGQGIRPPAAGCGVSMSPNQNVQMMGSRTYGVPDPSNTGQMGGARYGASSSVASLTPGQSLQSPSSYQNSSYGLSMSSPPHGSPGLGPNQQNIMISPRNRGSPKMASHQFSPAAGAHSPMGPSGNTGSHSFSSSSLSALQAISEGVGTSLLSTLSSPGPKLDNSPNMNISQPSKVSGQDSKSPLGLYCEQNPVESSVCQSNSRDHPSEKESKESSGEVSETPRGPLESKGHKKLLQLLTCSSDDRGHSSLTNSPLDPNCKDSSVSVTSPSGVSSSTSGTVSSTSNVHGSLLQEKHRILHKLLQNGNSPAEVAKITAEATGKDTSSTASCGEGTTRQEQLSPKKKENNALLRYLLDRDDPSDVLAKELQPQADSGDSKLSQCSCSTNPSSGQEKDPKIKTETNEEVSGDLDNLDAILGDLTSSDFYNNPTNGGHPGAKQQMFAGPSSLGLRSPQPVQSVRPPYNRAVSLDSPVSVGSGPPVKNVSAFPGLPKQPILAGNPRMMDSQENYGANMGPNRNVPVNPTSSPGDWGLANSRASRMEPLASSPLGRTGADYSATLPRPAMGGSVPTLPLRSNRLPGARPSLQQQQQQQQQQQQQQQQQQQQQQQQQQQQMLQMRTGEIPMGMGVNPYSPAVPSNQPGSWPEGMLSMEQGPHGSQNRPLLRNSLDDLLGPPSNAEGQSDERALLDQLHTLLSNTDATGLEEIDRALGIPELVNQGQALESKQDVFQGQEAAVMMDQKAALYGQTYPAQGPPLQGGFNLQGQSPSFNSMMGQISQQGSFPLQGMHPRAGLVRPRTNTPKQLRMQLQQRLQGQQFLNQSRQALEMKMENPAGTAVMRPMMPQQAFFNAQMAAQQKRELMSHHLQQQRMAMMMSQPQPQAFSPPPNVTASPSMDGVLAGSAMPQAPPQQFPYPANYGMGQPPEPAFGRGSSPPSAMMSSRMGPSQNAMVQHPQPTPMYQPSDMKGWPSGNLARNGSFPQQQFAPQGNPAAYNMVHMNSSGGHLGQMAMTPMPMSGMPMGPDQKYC
SUMO HTRF inh: blocks human SUMOylation mediated by UBC9; hit rate 0.36% among 290,000; AID 2006; inhibition, % at 35 µM; HTRF SUMOylation assay, SAE1/SAE2 + UBC9, in vitro; P63279; in the data active means inhibition above about 50%, passing the limit was not always enough; further: strong numbers were not always called active
CRFBP-R2 block: blocks CRF-induced signaling of the CRF-BP/CRF-R2 complex; HEK293 CRF-R2/CRF-BP, CRF-induced calcium fluorescence; inhibition, % at 11.8 µM; hit rate 0.59% among 350,000;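 active means inhibition of the ligand-induced calcium signal above about 50% at the single tested concentration, limit read from the data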
GalR3 antag: antagonists of human GalR3; HEK293 GalR3-CNG cAMP membrane potential fluorescence; galR3 body fused to GalR1 C-terminus; hit rate 0.44% among 360,000; AID 651719; O60755; inhibition, % at 3 µM;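 active means inhibition above the screen-wide average plus 3 SD, cut at about 13% in these data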;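 further: forskolin and galanin both at EC90 stimulate the cells; cAMP rise reported by CNG channel membrane potential dye signal; 0% = forskolin plus galanin with DMSO and 100% = forskolin alone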
VIM-2 inh: inhibitors of Pseudomonas aeruginosa VIM-2 metallo-beta-lactamase. purified VIM-2, nitrocefin hydrolysis, epi-absorbance fluorescence. inhibition, % at 5.6 µM. hit rate 0.89% among 290,000;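 active means inhibition above the mean of all tested compounds plus 3 SD, cutoff set per screening run, cut at about 7.5% in these data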;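 further: red hydrolysis product quenches plate fluorescence so inhibitors raise well fluorescence; 0% = enzyme with DMSO and 100% = DMSO without enzyme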
IMP-1 inhibitor: inhibitors of Pseudomonas aeruginosa IMP-1 metallo-beta-lactamase | purified IMP-1, nitrocefin hydrolysis, epi-absorbance fluorescence | inhibition, % at 5.6 µM | hit rate 0.45% among 290,000 | AID 1556;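 active means inhibition above the mean plus 3 SD of all compounds in the same screening run, cut at about 4.5% in these data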;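 further: 0% = IMP-1 with DMSO and 100% = DMSO wells lacking enzyme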
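assay system = purified recombinant IMP-1 metallo-beta-lactamase enzyme | schedule = 15 min preincubation plus 25 min reaction at 25 °C | signal = Epi-absorbance fluorescence, 480 nm excitation, 530 nm emission | read-out basis = percent inhibition from optical density relative to buffer-blank wells | controls = IMP-1 with DMSO as 0%, enzyme-free DMSO as 100%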
IDE inh: inhibitors of human insulin-degrading enzyme in cells; P14735; HEK cells, FAbetaB cleavage, fluorescence polarization; inhibition, % at 5.59 µM; hit rate 0.41% among 320,000; AID 434962;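 active means percent inhibition above the average of all tested compounds plus 3 SD, set per screening campaign, cut at about 16% in these data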;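 further: IDE supplied by intact live HEK cells; FP after avidin binding of uncleaved biotin substrate so inhibition keeps polarization high; 0% = DMSO wells and 100% = 60 µM reference IDE inhibitor Ii1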
NS3 helicase inh: blocks Hepatitis C virus NS3 helicase unwinding | hit rate 0.56% among 290,000 | inhibition, % at 10.9 µM | NS3 helicase DNA unwinding, Cy5 molecular beacon fluorescence | AID 1800;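 active means inhibition above the mean of all tested compounds plus 3 SD, set per campaign, cut at about 35% in these data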;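 further: 0% = DMSO wells and 100% = thioflavine S control wells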
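System: HCV NS3 helicase fragment; control set: DMSO and thioflavine S; technique: Cy5 fluorescence at 0 and 60 min, beacon hairpin quenching; reagent: beacon DNA duplex substrate plus ATP; replicates: singlicate; schedule: 1 h reaction at 25 °C, ATP-initiated; medium: MOPS buffer pH 6.5 with MgCl2, DTT, Tween20, BSA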
IDE act: boosts human insulin-degrading enzyme activity in HEK cells | P14735 | hit rate 0.073% among 340,000 | AID 493087 | FAbeta-B cleavage, fluorescence polarization; 0% vehicle, 100% cell-free pure enzyme wells | activation, % at 5.96 µM;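 active means activation above the mean of all tested compounds plus 3 SD, set per screening campaign, cut at about 17% in these data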
The depositor's hits bear a star; x = not tested or not shown.

SMILES | p-CIP stab down | SUMO HTRF inh | CRFBP-R2 block | GalR3 antag | VIM-2 inh | IMP-1 inhibitor | IDE inh | NS3 helicase inh | IDE act
c1ccc(-c2nc3ccccc3nc2N2CCOCC2)cc1 | 5 | 20 | -18 | -2 | 0.1 | -1.9 | 3 | 1 | -8
O=C(c1ccco1)N1CCN(Cc2nc3ccccc3[nH]2)CC1 | x | x | 1 | -6 | x | x | -1 | x | -2
O=C(Nc1ccc(S(=O)(=O)NCCc2ccccc2)cc1)c1ccncc1 | -10 | -17 | -6 | -1 | -0.6 | -0.9 | -1 | -2 | 1
O=C(O)c1cccc(S(=O)(=O)Nc2ccc(O)cc2Sc2nc3ccccc3s2)c1 | 6 | -14 | 1 | -5 | -0.7 | -3.5 | -3 | 23 | 3
C/C(=N\NC(=O)c1nnn(-c2nonc2N)c1CN1CCCCCC1)c1ccc(Br)cc1 | -2 | 14 | 6 | -7 | -1.7 | -1.9 | 1 | -10 | 6
COc1ccc([C@@H]2[C@@H]3C(=O)N(C(C)(C)C)C(=O)[C@@H]3[C@]3(C)C(=O)N(c4ccccc4)C(=O)N23)cc1 | 4 | 1 | 1 | -6 | -1.8 | -5.7 | 2 | -15 | 4
Cc1ccc(N2CC(C(=O)Nc3cccnc3)CC2=O)cc1 (centres undefined) | -8 | 8 | -6 | -2 | -1.4 | -0.7 | 4 | -2 | 2
Cc1ccc(NC(=O)CN(c2cc(C)cc(C)c2)S(=O)(=O)c2c(C)noc2C)nc1 | -24 | 5 | -4 | -5 | -1.5 | -5.5 | 6 | -12 | 4
NC(=O)c1ccc[n+](Cc2ccc(-c3ccccc3)cc2)c1 | -2 | 9 | -6 | -5 | -1.6 | -2.6 | -4 | -26 | -9
CN(C(=O)CCN1C(=O)S/C(=C\c2ccccc2)C1=O)C1CCS(=O)(=O)C1 (centres undefined) | 0 | -2 | -1 | 3 | -0.8 | -0.4 | 1 | -1 | 0
CCn1c(SCC(=O)N2CCCc3ccccc32)nnc1-c1cccs1 | -8 | -8 | -13 | -6 | -2.1 | -4.3 | -7 | -3 | 3
C=CCOc1ccc(C2C(C(=O)c3ccc(C)o3)=C(O)C(=O)N2Cc2cccnc2)cc1 (centres undefined) | -22 | -3 | 10 | -7 | 0.5 | -0.7 | 2 | 24 | 1
COc1ccc(NC(=O)C2CC(=O)N(c3ccccc3Cl)C2)c(OC)c1 (centres undefined) | 1 | -22 | 5 | -6 | -2.3 | -2.9 | 2 | -1 | 10
O=C(Cn1c(=O)cnc2ccccc21)Nc1cc(Cl)ccc1N1CCOCC1 | x | x | 2 | -6 | x | x | 5 | x | -7
COC(=O)c1cc(S(=O)(=O)Nc2cccc(OC)c2)cn1C | -6 | 16 | 6 | 1 | -1.8 | -1.7 | -1 | -6 | -1
CC(C)(C)OC(=O)N1CCCC(C(=O)Nc2ccc(C(=O)N3CCOCC3)cc2)C1 (centres undefined) | x | x | 2 | -6 | x | x | 2 | x | 4
CCN(CC(=O)Nc1ccc(NC(C)=O)cc1)C(=O)c1cccc(Oc2ccccc2)c1 | x | x | 20 | 1 | x | x | -5 | x | 5
COc1ccc(-c2cc(C(=O)Nc3ccc(S(=O)(=O)Nc4ncccn4)cc3)c3ccccc3n2)cc1 | 2 | 38 | -9 | 0 | -3.3 | -3.5 | 11 | -7 | 2
COc1ccccc1C(=O)Nc1cccc(Oc2c(F)c(F)c(F)c(F)c2F)c1 | 5 | 13 | 33 | -2 | -2.5 | -2.1 | 1 | -4 | x
O=C(Nc1ccccn1)c1ccco1 | -5 | 9 | 6 | -3 | -3.0 | -1.6 | -2 | 7 | -4
COc1ccccc1NC(=O)/C(C#N)=C/c1c(C)nn(-c2ccc(F)cc2)c1Cl | 4 | -9 | -30 | -5 | -2.8 | -1.1 | -2 | -2 | 3
Cc1ccc(C(=O)COC(=O)CN2C(=O)C3CC=CCC3C2=O)cc1[N+](=O)[O-] (centres undefined) | -1 | 6 | 18 | -1 | -2.9 | -2.6 | 4 | 22 | 5
CCOc1cc(/C=N/NC(=S)Nc2ccccc2C(F)(F)F)ccc1OCC(=O)N1CCOCC1 | -15 | 17 | -22 | 3 | -0.6 | -1.4 | 1 | -3 | 7
Cc1cc(NC(=O)c2cc3n(n2)C(C(F)(F)F)CC(c2ccco2)N3)n(-c2ccccc2)n1 (centres undefined) | -9 | -1 | 34 | -6 | 0.7 | -0.7 | 9 | -13 | -4
Cc1ccccc1NS(=O)(=O)c1ccc(C(=O)N2CCCC2)cc1 | x | x | -3 | -2 | x | x | 12 | x | 2
Cc1ccc(S(=O)(=O)N[C@H](C(=O)OCC(=O)NC(=O)C2CCCCC2)C(C)C)cc1 | x | x | -34 | -6 | x | x | -2 | x | 3
Cc1onc(-c2c(Cl)cccc2Cl)c1C(=O)Nc1ccc(N2CCOCC2)cc1 | 4 | -6 | -4 | -4 | -0.2 | -1.6 | 8 | -3 | 12
CC1=C(C(=O)OCCOC(C)C)C(c2cccc3ccccc23)NC(=O)N1 (centres undefined) | x | x | -17 | -4 | x | x | 2 | x | 5
O=C(Nc1ccc2c(c1)ncn2C1CCCCC1)c1ccco1 | -3 | 26 | -1 | 0 | -2.9 | -4.9 | -1 | 6 | -3
Cc1ccc(C(=O)CCC(=O)Nc2cccnc2)cc1C | -6 | -1 | -6 | -6 | -5.7 | -2.4 | -2 | -3 | -2
CCOc1ccc(C(=O)OCC(=O)N2CCCC2)cc1OCC | -6 | 6 | 2 | -9 | -3.5 | -3.4 | 0 | 4 | 0
CCC/C(O)=C1\C(=O)CC(c2ccccc2)CC1=NCCc1c(C)[nH]c2ccc(C)cc12 (centres undefined) | -9 | -16 | 15 | x | -2.5 | -3.3 | -2 | 9 | 6
O=c1c2ccccc2oc2cc(NCCCN3CCOCC3)ccc12 | -6 | 55* | -10 | -5 | 17* | -0.4 | 2 | 8 | -1
O=C(NC(=S)Nc1ccccc1Br)c1cccnc1 | -5 | -3 | 8 | -7 | -2.3 | 0.5 | 1 | 4 | 3
Cc1ccc(S(=O)(=O)Oc2cc(N)c3c(n2)CCC3)cc1 | 7 | 4 | 7 | -4 | -1.7 | -1.4 | -3 | 3 | 6
O=C(N/N=C/c1ccc(OC(=O)c2cccs2)cc1)c1cccc(F)c1 | 2 | 11 | -5 | x | -2.6 | -0.7 | -4 | -6 | -6
CN(C)S(=O)(=O)c1cccc(NC(=O)COC(=O)c2cc(=O)c3ccccc3o2)c1 | 0 | 9 | 4 | -3 | -1.1 | -3.6 | -1 | -1 | 13
CN1CCN(C(=O)c2cc3nc(-c4ccco4)cc(C(F)(F)F)n3n2)CC1 | -24 | 33 | 4 | 1 | 3.6 | -2.0 | -1 | 1 | 5
CN(C)c1ccc(-n2cccc2/C=C2/SC(=Nc3ccc(F)cc3)NC2=O)cc1 | -5 | 12 | 17 | -8 | -1.9 | -2.2 | 7 | 4 | 2
O=c1c2ccccc2n2c(-c3ccc(F)cc3)nnc2n1Cc1ccccc1 | -28 | 18 | -4 | -5 | 0.8 | -3.6 | -1 | -5 | -4
O=C1CN(S(=O)(=O)c2ccccc2)CCN1S(=O)(=O)c1ccccc1 | -8 | 2 | 9 | -3 | -3.5 | -3.8 | 1 | -1 | 2
Cc1cccc(C(=O)Nc2ccc(N3CCN(S(C)(=O)=O)CC3)cc2)c1 | -4 | 18 | -12 | -4 | -1.1 | -5.2 | 3 | 6 | -4
CC(C)(C)c1ccc(C(=O)NCc2ccccc2)cc1 | -12 | 4 | -5 | -12 | -6.4 | -0.8 | 2 | 5 | 6
CC(=O)c1cc(-c2ccccc2)n(CC(=O)Nc2cccc(C)c2C)c1C | -9 | 5 | 4 | -7 | 1.1 | 0.0 | -2 | 15 | 2
COc1cc(OC)c(C(=O)Nc2ccc3ccccc3c2)cc1OC | -5 | -6 | -3 | x | -2.3 | -2.6 | 3 | -5 | -4
Cc1n[nH]c(C)c1S(=O)(=O)N1CCN(S(=O)(=O)c2ccccc2C#N)CC1 | x | x | 2 | -3 | x | x | -2 | x | -4
COc1cccc(/C(C)=N/Nc2ncc(Cl)cc2Cl)c1 | -5 | -4 | -20 | -1 | -2.6 | -1.6 | -1 | -4 | 5
CCOc1ccc(C(C)=O)cc1Cc1c(O)nc(N)[nH]c1=O | -20 | 4 | x | -3 | -2.2 | -1.9 | 5 | 0 | x
O=C(N=Nc1c(O)[nH]c2ccccc12)c1ccccc1NS(=O)(=O)c1cccs1 | -3 | 9 | 11 | -1 | 0.4 | -7.5 | 7 | 8 | 1
Cc1cc(C)c2nc(SCC(=O)NC(=O)c3cccn3C)cc(C)c2c1 | 3 | -9 | -16 | -8 | 1.7 | 0.3 | -9 | 2 | 1

Compound profiles (already shown). Order of values: p-CIP stab down | SUMO HTRF inh | CRFBP-R2 block | GalR3 antag | VIM-2 inh | IMP-1 inhibitor | IDE inh | NS3 helicase inh | IDE act
Cc1ccc(N2CC(C(=O)Nc3cccnc3)CC2=O)cc1 (centres undefined) across the screens: -8 | 8 | -6 | -2 | -1.4 | -0.7 | 4 | -2 | 2
CCC/C(O)=C1\C(=O)CC(c2ccccc2)CC1=NCCc1c(C)[nH]c2ccc(C)cc12 (centres undefined) across the screens: -9 | -16 | 15 | x | -2.5 | -3.3 | -2 | 9 | 6

(more compounds)
SMILES | p-CIP stab down | SUMO HTRF inh | CRFBP-R2 block | GalR3 antag | VIM-2 inh | IMP-1 inhibitor | IDE inh | NS3 helicase inh | IDE act
CC1CCCCN1C(=O)CCNC(=O)Cn1cnc2ccccc2c1=O (centres undefined) | -1 | 15 | -9 | -9 | -3.9 | -1.6 | 2 | 5 | 4
Cc1cc(N2CCCCC2)nc2c(C)cccc12 | 5 | -7 | -7 | -2 | -4.7 | -2.6 | 7 | 4 | -1
COCC(=O)N1CCC(Oc2ccc(C(=O)N3C[C@@H]4CCC[C@H]3C4)cc2)CC1 | -2 | 6 | -13 | -7 | -2.6 | -1.7 | x | -7 | 7
O=C(O)c1nc(Cl)c(Cl)c(N/N=C/c2ccccc2C(F)(F)F)c1Cl | 7 | 2 | 4 | -9 | -0.9 | -3.4 | 0 | 30 | 0
COc1cc(CNCc2ccc(OC)c3ccccc23)cc(OC)c1OC | -1 | 3 | -2 | -7 | -1.7 | -0.2 | x | -22 | -3
C[C@@H]1CCC[C@H](C)N1Cc1nc(Cc2ccccc2Cl)no1 | -21 | 5 | -9 | -7 | -1.0 | -0.6 | -7 | 1 | 2
CCOC(=O)c1c(C)[nH]c(C)c1S(=O)(=O)NCCN1CCN(c2cc(Cl)ccc2C)CC1 | 5 | -36 | -1 | -4 | -2.4 | -1.9 | 4 | -41 | -2
COc1ccc2cc(-c3cc(C(=O)OCC(=O)Nc4c(C)n(C)n(-c5ccccc5)c4=O)c4ccccc4n3)ccc2c1 | 0 | 3 | -11 | -5 | -4.5 | -1.6 | x | 5 | 5
OC(COc1ccc2c(c1)CCC2)CN1CCN(c2ccccc2F)CC1 (centres undefined) | -8 | -38 | -32 | 2 | -3.9 | -2.3 | -3 | -29 | 1
COC(=O)CC#N | x | x | 0 | 2 | x | x | 4 | x | 3
